# 15-hLO-2 inh: inhibitors of human 15-lipoxygenase 2 (ALOX15B); O15296; purified 15hLO-2, xylenol orange hydroperoxide absorbance; Potency, µM (highest dose often 57.1 µM), for the others: at the top dose activity change, negative = inhibition, usual class: inhibitors; hit rate 0.56% among 110,000; AID 881; further: potency means the concentration at half of the fitted maximal effect; nearly all actives have a fitted effect of over 60% in size; many of its hits are not listed in these tables
#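 Enzyme 50 nM, AA 45 uM, 25 mM Hepes pH 7.5 + 0.01% Triton X-100; cpd preinc 15 min RT, rxn 90 min RT; stop/detect with 200 uM XO + 300 uM Fe(II) in 50 mM H2SO4, 30 min; A573/A405.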
# IMPase cell inh: membrane-permeable compound that blocks inositol monophosphatase; P97697; CHO-M1 cells, IP1 accumulation, HTRF TR-FRET ratio; inhibition (IP1 accumulation), % at 46.1 µM; 120,000 tested, under 10 active; AID 901; active means well fitted curve in the direction sought with a large enough effect in the signal ratio, not every such curve was filed as active; inconclusive means small, poorly fitted or top-dose-only effect, or a change in a side signal; inactive means no such curve, though single readings can be large or run the other way; the % refers to the signal ratio;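 further: cells stimulated with carbachol in lithium chloride buffer; plate controls were DMSO basal wells for no effect and reference inhibitor wells for full effect; higher means more IMPase inhibition seen as more IP1 and lower FRET ratio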
# Target sequence (P97697 whole entry, looked up): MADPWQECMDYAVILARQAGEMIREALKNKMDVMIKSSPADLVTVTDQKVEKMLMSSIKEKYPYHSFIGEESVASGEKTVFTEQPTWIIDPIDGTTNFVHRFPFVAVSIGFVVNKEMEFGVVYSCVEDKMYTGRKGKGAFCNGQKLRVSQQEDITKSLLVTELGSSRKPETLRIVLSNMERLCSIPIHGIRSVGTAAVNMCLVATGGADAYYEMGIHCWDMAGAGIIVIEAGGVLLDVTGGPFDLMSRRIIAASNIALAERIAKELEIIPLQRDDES
#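 Elevated IP1 in lysates lowers TR-FRET signal (665/620 ratio and 620 channel reported). Cells were CHO-M1, given carbachol (50 uM as added) plus 50mM LiCl, pH 7.4, 30 min, 37C; compounds titrated up to 46 uM; AC50 by Hill equation.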
# ALOX12 inhib: inhibitors of human 12-lipoxygenase (ALOX12) | P18054 | purified 12-hLO, xylenol orange hydroperoxide absorbance | Potency, µM (titrated, usually from 57.1 µM), for the others: at the highest dose activity change, negative = inhibition, actives largely listed as inhibitors | hit rate 0.12% among 150,000 | AID 1452; further: potency means the concentration at half of the fitted maximal effect; nearly all actives have a fitted effect of over 55% in size; many of its hits are not listed in these tables
# Target sequence (P18054 whole entry, looked up): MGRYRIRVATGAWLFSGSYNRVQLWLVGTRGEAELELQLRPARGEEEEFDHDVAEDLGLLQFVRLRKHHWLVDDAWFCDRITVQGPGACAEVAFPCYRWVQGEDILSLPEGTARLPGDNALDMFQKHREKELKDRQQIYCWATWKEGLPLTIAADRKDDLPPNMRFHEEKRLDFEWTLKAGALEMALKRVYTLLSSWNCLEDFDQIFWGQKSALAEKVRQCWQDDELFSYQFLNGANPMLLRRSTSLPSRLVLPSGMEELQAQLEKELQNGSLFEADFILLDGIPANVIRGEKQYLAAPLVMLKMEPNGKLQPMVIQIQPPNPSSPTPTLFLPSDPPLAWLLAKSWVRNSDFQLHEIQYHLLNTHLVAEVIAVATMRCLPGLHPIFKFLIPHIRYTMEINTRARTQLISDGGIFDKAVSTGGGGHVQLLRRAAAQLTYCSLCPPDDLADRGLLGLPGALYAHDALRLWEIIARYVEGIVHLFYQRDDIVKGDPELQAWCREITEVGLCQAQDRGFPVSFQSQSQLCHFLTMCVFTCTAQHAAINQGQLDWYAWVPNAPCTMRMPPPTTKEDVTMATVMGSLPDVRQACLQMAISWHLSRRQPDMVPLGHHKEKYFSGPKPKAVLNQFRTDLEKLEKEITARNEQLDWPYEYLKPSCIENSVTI
#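 Hydroperoxide formation by human 12-lipoxygenase from 40 uM arachidonic acid was followed colorimetrically via ferric-xylenol orange complex, using the 573/405 nm absorbance ratio. Enzyme concentration was 150 nM, with 30 min reaction at room temperature.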
# PNC assembly inh: perinucleolar compartment assembly inhibition; PC3M PTB-GFP, PNC prevalence imaging, 16 h; stronger effect = lower value; activity change (PNC), negative = inhibition, % at 10 µM; hit rate 3.1% among 140,000;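 active means readout at or below -70, meaning at least 70% loss of cells showing the perinucleolar compartment, a nuclear body marking cancer cells; inconclusive means readout between -30 and a set limit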;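 further: plate controls were DMSO wells for no effect and camptothecin positive control wells for full effect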
#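 Read-out is percentage of cells bearing a perinucleolar compartment, from automated 20x imaging of fixed, Hoechst-stained PC3M PTB-GFP cells. Cells were seeded 4 h, then exposed 16 h to compound (23 nl of library stock) in duplicate plates.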
# Active calls of the source: *; ? = inconclusive; . = not tested or not shown; [ ] = remark or other dose. Unless noted, the call rests on the fitted dose curve; in most records, active means well fitted curve in the direction sought with a large enough effect; inconclusive means small, poorly fitted or top-dose-only effect, or another doubt; inactive means no such curve, though single readings can be large; an effect the other way counts as inactive or inconclusive. Unless noted, on the % scale 0 is the no-effect control and ±100 the full control effect.
structure | 15-hLO-2 inh | IMPase cell inh | ALOX12 inhib | PNC assembly inh
Cc1ccc(NC(=O)O/N=C2\CCCCC2c2ccc([N+](=O)[O-])cc2[N+](=O)[O-])cc1 (stereo not drawn) | -9% | 0 | 3% | 39
O=C1CN=C(Nc2cccc(C(F)(F)F)c2)N1C1CCCC1 | -2% | -7 | -6% | ?
COc1cccc(-c2nn(C)c3sc(C(=O)NCc4ccc(C)o4)cc23)c1 | -23% | 11 | ? | ?
CC1=CC2=NC(=O)/C(=C\c3cccn3CCOc3cccc(C)c3)C(=N)N2O1 | . | 18 | -19% | 4
CCCOc1ccc(/C(O)=C2/C(=O)C(=O)N(CCOC)C2c2cccnc2)cc1 (stereo not drawn) | -12% | -12 | -4% | 13
O=C(CN(Cc1ccco1)C(=O)CNS(=O)(=O)c1ccc(F)cc1)NCCc1ccccc1 | -3% | -1 | 0% | 34
N#C/C(=C\c1ccc(OC(=O)c2ccc(Cl)s2)cc1)c1nc2ccccc2[nH]1 | . | . | 1% | 70
COCCNC(=O)Cc1cn(C)c2ccccc12 | -3% | 0 | 2% | 55
N#Cc1cc2c(nc1SCc1ccccc1)CCCCC2 | -4% | 12 | -4% | -1
O=C(CN1C(=O)CCS(=O)(=O)c2ccccc21)Nc1cccc(F)c1 | -13% | -5 | -6% | 29
O=C(CCC(=O)Nc1ccccc1)N/N=C/C=C/c1ccccc1 | . | . | 0% | -3
Cc1c(NC(=O)c2ccc(=O)oc2)c(=O)n(-c2ccccc2)n1C | -21% | 6 | -17% | -15
C=CCNC(=O)C1(c2ccccc2)CC1(Cl)Cl (stereo not drawn) | . | . | 2% | -18
COC(=O)c1ccc(C(NC(=O)OCc2ccccc2)/C(C)=C/[C@@H](C)C(=O)NCCN2CCOCC2)cc1 (stereo partly drawn) | 17% | . | 1% | .
CC(=O)c1ccc(NCC(=O)N2CCN(c3ccccc3)CC2)cc1 | 0% | 1 | -5% | 7
CCN(CC)C(=O)c1cnn(-c2ccccc2)c1NC(=O)c1cccs1 | . | -11 | 5% | -2
CC1(CC(=O)N/N=C/c2cc(Br)c(O)cc2O)OCCO1 | 35%[activator] | 11 | -14% | 86
C=CCN(Cc1cc(OC)ccc1OC)S(=O)(=O)N(C)C | -5% | 8 | 1% | 23
COC(=O)c1cc(S(=O)(=O)n2nc(C)c(Br)c2C)c(Cl)cc1Cl | -4% | 14 | -4% | 18
O=C(Nc1cccc(NC(=S)NC(=O)c2cccs2)c1)c1ccccc1 | . | . | 0% | -26
COc1cc2[nH]c(=O)n(CCCCCC(=O)NCCCN3CCC(C)CC3)c(=O)c2cc1OC | . | 2 | 0% | -12
Cc1ccccc1Nc1nnc(SCC(=O)NC(=O)Nc2ccc3c(c2)OCCO3)s1 | . | . | -2% | 42
Cc1ccc(-n2c(-c3ccccc3)cc(=O)nc2C)cc1 | 1% | 4 | -3% | 21
Cc1ccc(S(=O)(=O)N2CCOCC2)cc1NC(=O)CSc1nnc2cc(C)c3ccccc3n12 | . | . | 4% | ?
CC(=O)Cc1nsc(NC(=O)c2cc(-c3ccc(Cl)c(Cl)c3)oc2C)n1 | -8% | 4 | 4% | 66
CN(C)/C=N/c1c(C#N)nnn1Cc1ccccc1 | 9% | 0 | -4% | ?
COc1ccc(-n2c(=O)[nH]cc(C(=O)Nc3ccc(NC(C)=O)cc3)c2=O)cc1 | 19% | -10[9.22 µM] | -1% | 8
CC(=O)c1ccc(OC(=O)C2c3ccccc3Oc3ccccc32)cc1 | -2% | 4 | 1% | ?
Cc1ccccc1N(CC(=O)NC1CCCC1)C(=O)CS(=O)CC(=O)Nc1ccc2c(c1)OCO2 (stereo not drawn) | -1% | 0 | -6% | -8
CCCn1c(SCC(=O)N2CCN(c3ccc(OC)cc3)CC2)nc2c1c(=O)n(C)c(=O)n2C | -2% | -4 | -3% | 13

# Further results follow.
structure | 15-hLO-2 inh | IMPase cell inh | ALOX12 inhib | PNC assembly inh
O=C(CCN1CCN(C(c2ccccc2)c2ccccc2)CC1)N/N=C/c1ccc(O)cc1O | . | 23 | -24% | 35
COc1ccc2[nH]c(=O)c(CN(C)C(=O)c3ccncc3)cc2c1 | -1% | 4 | 4% | ?
O=C(O)CCNC(=O)c1ccc(Br)o1 | -11% | -6 | 1% | ?
CCCC(c1nnnn1Cc1ccc(OC)cc1)N1CCN(c2ccccc2OC)CC1 (stereo not drawn) | 3% | 13 | -6% | -9
COc1ccccc1NC(=O)c1csc(-n2nc(C)cc2C(F)(F)F)n1 | 3% | 3 | -7% | -9
CN1CCN(C(=O)c2c(O)c3cccc4c3n(c2=O)CC4)CC1 | 3% | 0 | -16% | -8
COc1ccccc1CN1C(=O)CCC1(C)C(=O)NCc1cccnc1 (stereo not drawn) | -1% | 2 | -8% | 9
CCn1c(SCc2nc(-c3ccc(OC)c(OC)c3)no2)nnc1-c1cccs1 | 2% | 4 | -5% | 17
O=S(Cc1cc(Sc2ccccc2)nc(-c2ccccc2)n1)c1ccccc1 (stereo not drawn) | -3% | 7 | 0% | 14
Cc1nnsc1C(=O)Nc1cccc(Cl)c1Cl | . | ? | 6% | -22
Cn1c(-c2ccccc2)cnc1SCC(=O)N1CCCc2ccccc21 | . | . | 0% | ?
O=C(COc1ccc(-n2cnnn2)cc1)NCCc1ccc(F)cc1 | -3% | 2 | 0% | 41
CC(C)(C)N1CC2([N+](=O)[O-])CN(C(C)(C)C)CC([N+](=O)[O-])(C1)C2 | -9% | 9 | 1% | 30
Cc1nc2ccc3[nH]snc3c2n1 | 7% | 0 | 3% | 11
O=C(CCn1nc(-c2ccccc2)ccc1=O)NCCCN1CCCCCC1 | 19% | 11 | 1% | 28
O=C(OCC1CCCN2CCCCC12)c1ccc2c(c1)OCO2 (stereo not drawn) | 6% | ? | -15% | 11
Cc1ccc[n+](C(C)C(=O)Nc2ccc(C)c([N+](=O)[O-])c2)c1 (stereo not drawn) | 7% | 10 | 2% | ?
O=S(=O)(c1ccc(Br)s1)N1CCc2ccccc2C1 | . | 13 | -1% | -119*
CCCCOCCCNC(=O)c1cccs1 | 1% | -2 | 3% | ?
COc1ccc(NC(=O)N2CC[C@@]3(CCCNC3)C2)cc1 | 0% | . | -2% | .
O=C(O)CSCC(=O)Nc1ccc(S(=O)(=O)N2CCCCC2)cc1 | -18% | -18 | 4% | 13
O=c1ccc2c(OCCCCc3ccccc3)c3ccoc3cc2o1 | -9% | 19 | -4% | .
Cc1ccc(-c2csc(NC(=S)NC(=O)c3cccs3)n2)cc1 | . | . | -3% | -18
CCOC(=O)CN(C(=O)CNC(=O)c1cccs1)C(C(=O)NC1CCCCC1)c1cccnc1 (stereo not drawn) | . | 2 | 1% | ?
CN1CCN(C(=O)CCc2nc3ccccc3c(=O)[nH]2)CC1 | -2% | -1 | -1% | ?
CC(C)Cn1c(SC(C)C(=O)Nc2ccc(N3CCOCC3)cc2)nc2ccccc21 (stereo not drawn) | . | -2 | -1% | ?
COc1ccc(CN(C(=O)c2ccc3c(c2)OCCO3)C(C(=O)NC2CCCCC2)c2ccc3ncccc3c2)cc1 (stereo not drawn) | 0% | 3 | 3% | 83
CC1=CCC2([N+](=O)[O-])CN(CC(=O)O)CC1([N+](=O)[O-])C2 (stereo not drawn) | . | . | -1% | 27
CCCNc1nc(OCC(F)(F)F)nc(OCC(F)(F)F)n1 | -5% | -4 | 2% | 5
CCCS(=O)(=O)n1nc(-c2ccccc2)cc1N | 8% | 6 | 2% | ?

# The list continues:
structure | 15-hLO-2 inh | IMPase cell inh | ALOX12 inhib | PNC assembly inh
O=C(O)[C@H]1C(=CCO)O[C@H]2CC(=O)N12 | ? | . | 3% | .
CCOC(=O)c1ccc(NC(=O)CN(C)S(=O)(=O)c2ccc(OC)cc2)cc1 | 8% | -5 | -5% | ?
COc1cc(C2c3cc4c(cc3C(O[C@@H]3OC5COC(c6cccs6)OC5C(O)C3O)C3COC(=O)C23)OCO4)cc(OC)c1O (stereo partly drawn) | -15% | . | -1% | .
Cc1csc(NC(=O)CN2CCCCCC2)n1 | -17% | -5 | 5% | 43
CC1(C)CC(=O)C(C=Nc2ccc3c(c2)OCO3)=C(O)C1 | -3% | -17 | -10% | ?
CC(C)C(=O)Nc1cccc(C(=O)NCCc2ccc(S(N)(=O)=O)cc2)c1 | 0% | -1 | 3% | 12
COc1cccc(C(=O)NCC2CCCO2)c1 (stereo not drawn) | 1% | 0 | 2% | 24
Cc1ccc(S(=O)(=O)CCc2nnc(NC(=O)c3cccs3)s2)cc1 | . | . | 2% | ?
COc1ccc(Cc2ccc3[nH]c(=O)cc(C)c3c2)cc1S(=O)(=O)O | -9%[11.4 µM] | . | -5%[11.4 µM] | .
COCC(=O)Nc1cc(=O)n(C)c(=O)n1C | 1% | 18 | 1% | -84*
Cc1ccc(C(=O)NCc2ccco2)cc1S(=O)(=O)N1CCCCC1 | 0% | 2 | -2% | 23
Cc1ccc(S(=O)(=O)NN=C2CCN(Cc3ccccc3)CC2)cc1 | . | . | 3% | 0
CCOCC(=O)Nc1cccc(OC)c1 | . | -10 | -1% | -89*
CCN(CC)c1ccc2oc(=O)c(C)nc2c1 | -18% | 14 | -16% | ?
CC(=O)c1ccc(OCCCC(=O)Nc2cccc(S(=O)(=O)N(C)C)c2)cc1 | . | . | 3% | -5
CNS(=O)(=O)c1ccc(NC(=O)c2ccc(Cl)cc2Cl)cc1 | . | . | 1% | 33
c1ccc(-n2cnc3cc(NCc4cccs4)ccc32)cc1 | 13% | 3 | 0% | 8
Cc1ccc(S(=O)(=O)N2CCCN(c3nc4cc(C)ccc4cc3C#N)CC2)cc1 | . | ? | -5% | -5
O=C(NC1CCCc2ccccc21)c1ccc(Br)cc1 (stereo not drawn) | . | 7 | 1% | ?
NC(=O)CNC1CC(=O)N(CCc2ccccc2)C1=O (stereo not drawn) | 8% | 4 | 7% | 29
CCOC(=O)N1CCN(C(=O)CC(=O)Nc2ccc3nc4n(c(=O)c3c2)CCCCC4)CC1 | 7% | 7 | 3% | 23
CCOC(=O)C1=C(C)Nc2ccccc2N=C1NC(=O)C(CC)c1ccccc1 (stereo not drawn) | . | . | 3% | 75
COc1ccccc1CN1CCCC2(CCN(C(=O)c3cccn3C)CC2)C1 | 15% | . | -2% | .
COc1cccc(-c2cc(C(=O)Nc3c(C)n(C)n(-c4ccccc4)c3=O)no2)c1 | -1% | 3 | -1% | ?
CCOc1ccc(CNC(=S)NCc2ccc(OCC)cc2)cc1 | . | 2 | -6% | ?
CC(C)(C)OC(=O)N1CCC(c2c(C(=O)O)cnn2-c2ccccc2Cl)CC1 | -13% | -1 | -10% | 7
O=C(CCN1C(=O)c2ccccc2C1=O)OCn1nnc2ccccc2c1=O | 1% | -4 | 0% | -3
Cc1ccc(N/C(SCc2ccccc2C)=C(/C#N)C(=O)NCc2ccco2)cc1C | -2% | 8 | -21% | 14
COc1ccc(-c2nnc(NC(=O)c3cc(C)on3)s2)cc1 | -2% | 7 | 0% | ?
Cc1ccc(N(CC(=O)Nc2c(C)n(C)n(-c3ccccc3)c2=O)S(C)(=O)=O)cc1C | . | -4 | -1% | -8
O=c1c(C(c2ccccc2)c2c(O)sc3ccccc3c2=O)c(O)sc2ccccc12 | ? | 2 | -21% | ?

# Profiles from above. Order of values: 15-hLO-2 inh, IMPase cell inh, ALOX12 inhib, PNC assembly inh
# `Cc1ccc(N(CC(=O)Nc2c(C)n(C)n(-c3ccccc3)c2=O)S(C)(=O)=O)cc1C` reads ., -4, -1%, -8
# `CCOC(=O)C1=C(C)Nc2ccccc2N=C1NC(=O)C(CC)c1ccccc1` (stereo not drawn) reads ., ., 3%, 75
# `Cc1ccc(C(=O)NCc2ccco2)cc1S(=O)(=O)N1CCCCC1` reads 0%, 2, -2%, 23
# `COc1ccc(Cc2ccc3[nH]c(=O)cc(C)c3c2)cc1S(=O)(=O)O` reads -9%[11.4 µM], ., -5%[11.4 µM], .
# `Cc1ccc(S(=O)(=O)N2CCCN(c3nc4cc(C)ccc4cc3C#N)CC2)cc1` reads ., ?, -5%, -5

# Bioassay records deposited in PubChem by National Center for Advancing Translational Sciences (NCATS).
